# High-throughput results as filed in PubChem BioAssay.
# Growth percent in the NCI-60 one-dose screen (48 h, 10 µM unless noted): 100 = growth as untreated, 0 = no growth, -100 = all killed.
# HL-60(TB): HL-60(TB) leukemia cells; hit rate 9% among 78,000; active = growth percent below 10
# Active calls of the source: *; [ ] = dose if it differs, or a comment. A portion of the library; the hit share may differ from the screen's.
# Sample of the layout:
SMILES,HL-60(TB)
COc1cc2c3c(c1O)-c1cc4c(cc1CC3OCC2)OCO4 (stereo unspecified),87
O=C(CCl)NC(O)C(Cl)(Cl)Cl (stereo unspecified),104

# Main list, repeating the preview:
SMILES,HL-60(TB)
COc1cc2c3c(c1O)-c1cc4c(cc1CC3OCC2)OCO4 (stereo unspecified),87
O=C(CCl)NC(O)C(Cl)(Cl)Cl (stereo unspecified),104
COc1c2c(c(CCC(=O)O)c3c1C=CC(C)(C)O3)OC(C)(C)C=C2,88
O=C(O)c1nn(Cc2ccc(Cl)cc2)c2ccccc12,103
COc1ccc(C2=C(Br)C(=O)c3nc(C)ccc3C2=O)cc1,66
Brc1ncnc2nc[nH]c12,93
O=C1OC(c2ccccc2)(c2ccc3cc(O)ccc3c2)c2ccccc21 (stereo unspecified),32
Nc1ccc(CC2=NCCN2)cc1,111
COc1ccc(NC(=O)/C=C/c2ccccc2)cn1,92
CCOC(=O)Nc1ccccn1,97
CC(=O)OCC(=O)OC1CCC2C3CCC4=CC(=O)CCC4(C)C3CCC12C (stereo unspecified),94
O=C1/C(=C2\SC(=S)N(C3CCCCCCC3)C2=O)SC(=S)N1C1CCCCCCC1,108
O=C(O)c1ccc(-n2cc(/C=N/Nc3cc(F)ccc3F)c(-c3ccc(F)cc3F)n2)cc1,84
CC(=O)Nc1nc2[nH]ccc2c(=O)[nH]1,115
CC(O)C(=O)N(C)c1ccccc1 (stereo unspecified),126
Cc1ccc(C(=O)O)c([N+](=O)[O-])c1OCc1ccccc1,89
Cc1ccc(S(=O)(=O)N2CCN(S(=O)(=O)c3oc(-c4ccccc4)nc3C#N)CC2)cc1,69
CC1CCCN(CCCCCOc2ccc3oc4ccccc4c(=O)c3c2)C1 (stereo unspecified),46
Cc1c(C(=O)NCCCC(=O)NO)sc2ncnc(Nc3ccc(NC(=O)Nc4cccc(C(F)(F)F)c4)cc3)c12,105
CC1(C)NC2=C(C(Nc3cccnc3)N1)C(c1ccc([N+](=O)[O-])cc1)C(C(=O)c1ccc(N=[N+]=[N-])cc1)O2 (stereo unspecified),104
Cn1cc(-c2ccc3ncc(-c4ccc(CC(=O)Nc5cc(C(C)(C)C)nn5C)cc4)cc3c2)cn1,-37*[30 µM]
NC(=O)CCn1c2ccc(-n3ccnc3)cc2c2ccc(CCC(=O)O)cc21,101[100 µM]
O=Cc1cc(Br)cc(Br)c1O,95
NCCCNc1nc2ccccc2c2c(=O)c3cccc(Cl)c3sc12,-45*
O=C1CCCc2cc(OCC(=O)N3CCCCC3)ccc2N1,92

# The list goes on:
SMILES,HL-60(TB)
Cc1cc(C)c2[nH]c(=O)c3c4ccccc4[nH]c3c2c1,87
COc1cc(Nc2nc3ccccc3cc2C(=O)Nc2ccc(F)cc2)cc(OC)c1OC,62
Cc1ccc(S(=O)(=O)c2nc(-c3ccccc3)oc2SCC(=O)Nc2ccc(F)cc2)cc1,83
O=C(Nc1ccccc1)C1CN(Cc2ccc(C(F)(F)F)cc2)CCS1 (stereo unspecified),99
Cc1c(-c2nn(-c3ccccc3)cc2/C=N\O)nnn1-c1ccc(Cl)cc1,99
COc1ccc2nc(-c3cc4c([nH]c5ccccc54)c(-c4cc(OC)c(OC)c(OC)c4)n3)[nH]c2c1,56
Cc1ccc(NC(=O)N=c2oc3c(C)cccc3cc2-c2cc3ccccc3[nH]2)cc1,95
CC12CCC3C(CCCC4CC(=O)CCC43C)C1CCC2O (stereo unspecified),109
CC(=O)OCCCC(CCCOC(C)=O)OC(C)=O,102
COc1ccc(-n2c(CSc3ccc(Cl)cc3)n[nH]c2=S)cc1,101
COc1ccc2nc(-c3ccc(-n4c(=O)c5cccnc5n(-c5ccccc5)c4=O)cc3)sc2c1,89
CN/C(=C\[N+](=O)[O-])NCCSCc1csc(CN(C)C)n1,96
Cc1c(C#N)cccc1NN,66
CC(=O)c1ccc(NC(=O)N2CCN(c3cc4c(cc3F)c(=O)c(C(=O)O)cn4C3CC3)CC2)cc1,97
N#CC1=C(Nc2ccccc2Cl)SC(c2ccccc2O)NC1=O (stereo unspecified),93
CCOC(=O)CSc1ncnc2c1c(-c1ccccc1)c(-c1ccccc1)n2-c1ccc(C)cc1,56
Nc1nc(Nc2ccccc2SSc2ccccc2Nc2nc(N)nc(-c3cccc(Br)c3)n2)nc(-c2cccc(Br)c2)n1,83
COc1cc(-c2cc(/C=C/C(=O)c3ccc4c(c3)OCO4)[nH]n2)cc(OC)c1OC,91
Clc1nc2nc3n(c2nc1Cl)CCC3,104
O=C(C[n+]1cccc2c3ccccc3ccc21)C(F)(F)F,110
C[C@]12CCc3sc(Nc4ccccc4Cl)nc3C1=CC[C@@H]1[C@@H]2CC[C@]2(C)C(=O)CC[C@@H]12,96
COc1ccc(OC)c(-n2cc(C#N)c(N)c2C(=O)c2ccc(Br)cc2)c1,90
O=C(CN1CCCCC1)c1ccc(/C=C/c2ccc(Cl)cc2)cc1,88
O=S(=O)(NCc1ccccc1)c1ccccc1,109
O=C(Nc1nccs1)c1ccc(Cl)cc1,88

# The list goes on:
SMILES,HL-60(TB)
CC(=O)OC/C=C(/C)C[P+](c1ccccc1)(c1ccccc1)c1ccccc1,45
CCCn1cnc2c(c1=N)C(c1ccc(Br)cc1)c1sc3c(F)cccc3c1O2 (stereo unspecified),89
O=[N+]([O-])c1ccccc1CBr,109
CN(C(=O)c1cc2c(cc1Br)OCO2)c1cccc2ccccc12,74
COc1cc2nc(Cl)nc(Nc3cccc(C4=NN(C(C)=O)C(c5ccc(Br)cc5)C4)c3)c2cc1OC (stereo unspecified),87
C[N+]1=C(/C=C/c2ccccc2Cl)C(C)(C)c2ccccc21,53
O=C1/C(=C(/c2ccccc2)N2CCOCC2)Cc2ccccc21,27
COc1cc2c(cc1-c1c(C)noc1C)ncc1nc(C3CCOCC3)n([C@@H](C)COC(F)F)c12,25
c1ccc([C@H]2O[C@@H]2c2ccccc2)cc1,99
N#CC(C#N)N=Nc1ccc(S(=O)(=O)N=C(N)N)cc1,98
CC(C)C1=C[C@@]23CC[C@H]4C(C)(C(=O)O)CCC[C@]4(C)[C@H]2C[C@@H]1C1=C3C(=O)C=CC1=O (stereo partly specified),106
CC1=C2C3OC(=O)C(C)C3CCC2(C)C=C(Br)C1=O (stereo unspecified),78
CCCCCCCCCC(=O)N[C@@](C)(CC)C(=O)N1CCC[C@H]1C(=O)N[C@@H](CC(C)C)C(=O)N[C@@](C)(CC)C(=O)N[C@@H](CCC(N)=O)C(=O)N[C@H](CCC(N)=O)C(=O)NC(C)(C)C(=O)NC(C)(C)C(=O)N[C@@H](CCC(N)=O)C(=O)N[C@H](CC(C)C)C(=O)N[C@H](CO)CC(C)C,-24*
O=[N+]([O-])c1cc(Cl)cc(Cl)c1O,100
C=C(C)[C@@H]1CCC2(C(=O)S)CC[C@]3(C)[C@H](CC[C@@H]4[C@@]5(C)CC[C@H](O)C(C)(C)[C@@H]5CC[C@]43C)[C@@H]12 (stereo partly specified),134
COC(=O)[C@]12CC[C@@H](C(=O)/C=C/c3cccnc3)[C@@H]1[C@H]1CC[C@@H]3[C@@]4(C)C/C(=C/c5cccnc5)C(=O)C(C)(C)[C@@H]4CC[C@@]3(C)[C@]1(C)CC2,-30*
COc1cc(C(=O)NC2CC2)cc(OC)c1OC,99
O=C(NCC(O)CO)c1c(I)c(C(=O)NCC(O)CO)c(I)c(N(CCO)C(=O)CO)c1I (stereo unspecified),93
CC(=O)O[C@H]1CC[C@]2(C)[C@H]3C(=O)C=C4[C@@H]5C[C@](C)(C(=O)N6CCCNCC6)CC[C@]5(C)CC[C@@]4(C)[C@]3(C)CC[C@H]2C1(C)C,-62*
O=C(Nc1ccccc1O)c1ccc(Nc2ccnc(C(F)(F)F)c2)cc1,62
Nc1cccc2cccc(S(=O)(=O)O)c12,100
Cn1cc(-c2noc(-c3cn(C)c4ncccc34)n2)c2ccccc21,97
CS(=O)(=O)c1ccc2c(c1)c1c(n2S(=O)(=O)c2ccc(Cl)cc2)CCCC1,4.5*
Cc1nc2ccccc2c(/C=C/c2ccc(Cl)cc2)c1C(=O)/C=C/c1cccs1,60
COc1cc(C(=O)N/N=C/c2ccc(N(C)C)cc2)cc(OC)c1OC,-20*

# Four of these compounds in another layout:
molecule	HL-60(TB)
COc1cc2c(cc1-c1c(C)noc1C)ncc1nc(C3CCOCC3)n([C@@H](C)COC(F)F)c12	25
c1ccc([C@H]2O[C@@H]2c2ccccc2)cc1	99
N#CC(C#N)N=Nc1ccc(S(=O)(=O)N=C(N)N)cc1	98
CC(C)C1=C[C@@]23CC[C@H]4C(C)(C(=O)O)CCC[C@]4(C)[C@H]2C[C@@H]1C1=C3C(=O)C=CC1=O (stereo partly specified)	106

# (listing goes on)
SMILES,HL-60(TB)
N#CC(C#N)=C1NCCO1,88
c1ccc2nc(N3CCOCC3)c(N3CCCC3)nc2c1,103
CC(=O)Nc1cc(NC(C)=O)ncn1,125
CC(=C(CCOP(=O)(O)O)SC(=O)c1ccccc1)N(C=O)Cc1cnc(C)nc1N,102
Nc1ncc(Oc2ccc(Cl)cc2Cl)c(=S)[nH]1,74
O=S(=O)(O)CCc1ccccn1,101
O=C1c2cccc(Oc3ccccc3)c2C(=O)c2cccc(Oc3ccccc3)c21,96
CC(C)(C)c1nn(-c2ccccc2)c2c1COCN2Cc1ccc(C(F)(F)F)cc1,69
CC(=O)Oc1ccccc1C(=O)[Se]CC(=O)Nc1cccc(C(F)(F)F)c1,-15*
CCCCC1(CC)COC(c2ccccc2)OC1 (stereo unspecified),106
CS(=O)(=O)OC1C(COC(=O)c2ccccc2)OC(n2ccc(=O)[nH]c2=O)C1O (stereo unspecified),98
NC(=S)NNC(=O)c1cccnc1,103
Cc1csc(N2C(=O)C3C4CCC(O4)C3C2=O)n1 (stereo unspecified),99
CC(=O)N1C(=S)NC(C)=C(C(=O)OCc2ccccc2)C1c1ccc2c(c1)OCO2 (stereo unspecified),34
COc1ccc(/C=N/NC(=O)c2cnn3c2NC(c2ccccc2)C3)cc1OCc1ccccc1 (stereo unspecified),97
c1ccc(CCNc2nc(-c3ccccc3)n3ncc(NCCc4ccccc4)c3n2)cc1,59
O=C1N(Cc2cccc3ccccc23)c2ccccc2C12NN=C(c1ccccc1)S2 (stereo unspecified),75
Cn1cc(C2=C(c3coc4cc(Br)ccc34)C(=O)N(O)C2=O)c2ccccc21,113
N#Cc1c(-c2ccccc2)nc2c(c(-c3ccccc3)nn2-c2ccccc2)c1-c1ccc(N2CCCCC2)cc1,96
C=CCc1cc(/C(CC)=C(/CC)c2ccc(O)c(CC=C)c2)ccc1O,66
CC(=O)OC[C@]1(C)C=C2C(=O)[C@](C)(O)C3(CC3)C(C)=C2[C@H]1OC(=O)N(C)CCN(C)C(=O)OC(C)(C)C,-37*
CN(C)/N=C/c1nccc2ccccc12,106
COc1ccc(-c2csc(NNc3nc(-c4ccc(F)cc4)c(C#N)c(N4CCOCC4)n3)n2)cc1,76
Cc1cc(N(CCCNc2ccnc3cc(Cl)ccc23)Cc2ccccn2)nc(N2CCCC2)n1,66
C=C(Cl)[C@@H]1CC[C@]2(CO)CC[C@]3(C)[C@H](CC[C@@H]4[C@@]5(C)CC[C@H](O)C(C)(C)[C@@H]5CC[C@]43C)[C@@H]12,75

# A different layout for part of the listing above:
smiles	HL-60(TB)
CC(O)C(=O)N(C)c1ccccc1 (stereo unspecified)	126
NCCCNc1nc2ccccc2c2c(=O)c3cccc(Cl)c3sc12	-45*
O=C(O)c1ccc(-n2cc(/C=N/Nc3cc(F)ccc3F)c(-c3ccc(F)cc3F)n2)cc1	84
CN(C)/N=C/c1nccc2ccccc12	106

# A stretch from further up, as a working copy:
SMILES,HL-60(TB)
N#CC(C#N)=C1NCCO1,88
c1ccc2nc(N3CCOCC3)c(N3CCCC3)nc2c1,103
CC(=O)Nc1cc(NC(C)=O)ncn1,125
CC(=C(CCOP(=O)(O)O)SC(=O)c1ccccc1)N(C=O)Cc1cnc(C)nc1N,102
Nc1ncc(Oc2ccc(Cl)cc2Cl)c(=S)[nH]1,74
O=S(=O)(O)CCc1ccccn1,101
O=C1c2cccc(Oc3ccccc3)c2C(=O)c2cccc(Oc3ccccc3)c21,96

# Other structures:
SMILES,HL-60(TB)
COc1cc(-c2nc3sc(-c4ccccc4)cn3n2)cc(OC)c1OC,62
C[C@@H]1NC(=O)[C@H](Cc2ccccc2)N(Cc2cccs2)C1=O,109
CN(C)Cc1cn(-c2ncc(-c3ccc(C(F)(F)F)cc3)c(NC3CCCCCC3)n2)nn1,83
CC[C@H](c1ccc(O)c(O)c1)[C@@H](CC)c1ccc(O)c(F)c1,108
COc1cc(/C=C/c2cc(/C=C/c3ccc(O)c(OC)c3)n(-c3cccc(Cl)c3)c(=S)n2)ccc1O,83
CCCCCCCCCCN1CCC(N2CCCCC2)CC1,-58*
NC(=O)NC(=O)CCl,93
COc1ccc(C(=O)/C=C/c2ccc(Oc3nc(Nc4ccc(F)cc4)nc(N(C)C)n3)c(OC)c2)cc1,48
O=C(/C=C/c1ccco1)Nc1ncc(Cc2cccc(C(F)(F)F)c2)s1,-54*
COC(=O)c1ccc(Nc2nc3ccccc3cc2C=O)cc1,100
Cc1ccc(CNCC(=O)O)cc1,102
COc1ccc(-n2c(SCC(=O)NC(=O)Nc3ccccc3)nc3c(Br)cc(Br)cc3c2=O)cc1,98
C#C[C@H](O)/C=C/CCCCCCC#C[C@H](O)CC[C@@H](O)C#CCCCCCC/C=C/[C@@H](O)C#C,-71*
CC(=O)n1nc(C(=O)OC(C)C(C)(C)C)c2ccccc21 (stereo unspecified),92
O=C(N/N=C/c1cc(Cl)ccc1O)c1ccccc1Nc1ccnc(C(F)(F)F)c1,39
O=C1Nc2ccccc2C1(Cl)Cl,101
COc1ccc(-c2cc(-c3cccn3C)c(C#N)c3nnc(C)n23)cc1OC,91
C1CN(c2nc(N3CCOCC3)c3[nH]c(N4CCOCC4)nc3n2)CCO1,96
O=C(Nc1ccccc1SC(=O)c1ccccc1)c1ccccc1,123
COC(=O)C(C#N)=C1CCCC1,106
COc1cccc(-c2nn(-c3ccccc3)cc2-c2ccnc(NCCCNS(=O)(=O)c3ccc(F)cc3)c2)c1,55
Cc1ccccc1-n1cc(COC(=O)/C=C/c2cn(-c3ccccc3)nc2-c2ccc(Cl)cc2)nn1,104
COc1ccc(-c2[nH]ncc2/C=C/c2cc(C(F)(F)F)[nH]c(=O)n2)cc1,92
